Source: PubChem BioAssay (National Center for Advancing Translational Sciences (NCATS))
HCMV antiviral – inhibitors of human cytomegalovirus | HFF cells, HCMV-luciferase reporter, 72 h; hits give low values | activity change, negative = inhibition, % at 57.5 µM | 410,000 tested, 4.5% active | AID 1259415; in the data active means activity change below about -60%; inconclusive means no clear call, values can overlap the other calls; inactive means above about -39%
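HFF cells seeded 16 h at 37C, treated with compounds, infected with luciferase-reporter HCMV at MOI 1 PFU/cell; luciferase read at 72 h post infection, normalized to buffer-only and Salinomycin controls.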
AMA1-RON2 inh – inhibitors of Plasmodium falciparum AMA1-RON2 interaction; AID 720542; Potency, µM (highest dose often 58.2 µM), for inactives: top-dose activity change, negative = inhibition, usual class: inhibitors; 360,000 tested, 0.2% active; AlphaScreen AMA1-biotinylated RON2 peptide binding;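 further: potency means the concentration at half of the fitted maximal effect; 0% = vehicle wells and -100% = peptide control; nearly all actives have a fitted effect of over 45% in size; some results filed as inactive show a strong effect at the top dose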
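AMA1 (3D7) with his tag at 25 nM final met compounds first, then biotinylated RON2 peptide at 25 nM; detection used donor plus acceptor beads, 10 µg/mL apiece, read by AlphaScreen after 30 min at room temperature.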
AmpC inh detg – inhibitors of E. coli AmpC beta-lactamase with detergent. P00811. AmpC hydrolysis of nitrocefin, absorbance 480 nm, 0.01% Triton. Potency, µM (highest dose often 114 µM), for the others: top-dose activity change, negative = inhibition, actives largely listed as inhibitors. 370,000 tested, 0.041% active. AID 485294;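 further: potency means the concentration at half of the fitted maximal effect; 0% = no-compound wells and -100% = no-enzyme wells; nearly all actives have a fitted effect of over 25% in size; some results filed as inactive show a strong effect at the top dose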
Target sequence (P00811 whole entry, looked up): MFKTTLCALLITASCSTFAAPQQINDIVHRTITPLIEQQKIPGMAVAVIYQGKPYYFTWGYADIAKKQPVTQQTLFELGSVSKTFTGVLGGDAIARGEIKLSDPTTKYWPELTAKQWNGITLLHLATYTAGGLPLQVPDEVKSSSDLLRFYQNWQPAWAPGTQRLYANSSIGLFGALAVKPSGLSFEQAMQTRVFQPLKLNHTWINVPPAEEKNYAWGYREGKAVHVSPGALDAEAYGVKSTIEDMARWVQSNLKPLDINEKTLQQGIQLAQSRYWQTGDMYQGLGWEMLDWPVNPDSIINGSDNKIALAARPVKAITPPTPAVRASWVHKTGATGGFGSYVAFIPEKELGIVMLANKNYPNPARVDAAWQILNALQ
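AmpC (5.3 nM in the dispensed reagent) in 20 mM phosphate pH 7.0 with 0.01% (detergent screen) or 0.0001% Triton X-100 was preincubated with compounds for 15 min at room temperature. Nitrocefin was then added from an 800 uM solution, and hydrolysis was followed at 480 nm.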
HCV inhibitor – inhibitors of hepatitis C virus infection; Huh7.5.1 HCVcc-Cre infection, luciferase reporter, 44 h; Potency, µM (top dose mostly 41.8 µM), for the others: at the highest dose activity change, negative = inhibition, usual class: inhibitors; 340,000 tested, 3.4% active; AID 651820; further: potency means the concentration at half of the fitted maximal effect
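Reporter virus HCVcc-Cre (~0.5 moi) infects cells exposed to compound; seeding density 1,000 cells/well with 4 h settling beforehand. Luminescence, 15 sec read, taken 44 h post-infection following a 15 min RT substrate incubation.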
FBPA Giardia inh – Giardia lamblia aldolase inhibition; AID 2451; Potency, µM (doses to about 59.6 µM), for the others: at the highest dose activity, negative = inhibition, usual class: inhibitors; 290,000 tested, 0.71% active; A8B2U2; purified Giardia FBPA; further: potency means the concentration at half of the fitted maximal effect; nearly all actives have a fitted effect of over 55% in size
Target sequence (A8B2U2 whole entry, looked up): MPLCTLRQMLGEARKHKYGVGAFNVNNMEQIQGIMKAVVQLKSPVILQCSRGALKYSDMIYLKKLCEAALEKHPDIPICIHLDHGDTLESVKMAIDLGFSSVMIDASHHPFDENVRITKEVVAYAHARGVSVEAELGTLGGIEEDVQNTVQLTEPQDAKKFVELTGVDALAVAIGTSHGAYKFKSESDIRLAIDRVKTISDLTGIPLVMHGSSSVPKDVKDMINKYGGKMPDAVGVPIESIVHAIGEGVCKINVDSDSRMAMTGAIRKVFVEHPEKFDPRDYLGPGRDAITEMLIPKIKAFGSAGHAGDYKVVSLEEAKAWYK
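Giardia FBPA (40 nM reagent) was preincubated 10 min at RT with compound (up to 57.5 uM final), then substrate plus GAPDH/TPI/NAD/arsenate coupling system with diaphorase/resazurin was added; resorufin fluorescence (525/598 nm) was read after 20 min.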
Sm TGR inh – S. mansoni TGR enzyme inhibition; 360,000 tested, 3% active; purified TGR, DTNB reduction, TNB absorbance 405 nm; Q962Y6; Potency, µM (highest dose often 114 µM), without a hit: top-dose activity change, negative = inhibition, hits mostly inhibitors; further: potency means the concentration at half of the fitted maximal effect; nearly all actives have a fitted effect of over 60% in size
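TGR 20 nM + NADPH 100 uM (dispensed conc.), cpd preinc 15 min RT; start with NADPH (500 uM addition) then DTNB (15 mM addition). Kinetic TNB absorbance, 405 nm filter. Four-parameter Hill fit across titration.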
* marks the source's active call; other numbers are inactive results; ? = inconclusive; . = no result given; & = joins results of further samples; [ ] = another dose, or the depositor's remark. Unless noted, the call rests on the fitted dose curve; in most records, active means well fitted curve in the direction sought with a large enough effect; inconclusive means small, poorly fitted or top-dose-only effect, or another doubt; inactive means no such curve, though single readings can be large; an effect the other way counts as inactive or inconclusive. Unless noted, on the % scale 0 is the no-effect control and ±100 the full control effect.

Structure	HCMV antiviral	AMA1-RON2 inh	AmpC inh detg	HCV inhibitor	FBPA Giardia inh	Sm TGR inh
Cc1ccc(S(=O)(=O)N2CCOCC2)cc1NC(=O)C1CC(=O)N(c2ccc3c(c2)OCCO3)C1 (configuration not stated)	-2	32%[activator]	0%	1%	.	0%
O=C(Cn1c(-c2cccs2)cc2ccccc21)NCCc1ccc(Cl)cc1	-112*	.	0%	.	.	-1%
CCc1ccccc1NC(=O)C1CCCN1C(=O)Nc1ccc(C)cc1 (configuration not stated)	18	11%	-4%	14%	.	6%
COc1ccc(Cc2nnc(-c3ccc(F)cc3)o2)cc1OC	-3	28%	-13%	?	1%	5%
Cc1ccc(C2=NN(C(=O)CCC(=O)O)C(c3cccs3)C2)cc1 (configuration not stated)	0	-1%	-14%	5%	13%	15%
Nc1nc(N)nc(-c2ccccc2O)n1	5	3%	0%	19%	3%	6%
CCNC(=O)C(=O)NCC1OCCCN1S(=O)(=O)c1cccs1 (configuration not stated)	4	-1%	?	31%[activator]	0%	-2%
O=C(NCCc1ccc(F)cc1)Nc1ccc2c(c1)OCO2	-25	1%	3%	-6%	-3%	7%
COc1ccc(C(=O)Nc2c(-c3cccs3)c(=O)c3ccccc3n2C)cc1	7	5%	-1%	-1%	-4%	6%
CCOc1ccccc1NC(=O)C1CCCN(C(=O)NCc2ccccc2)C1 (configuration not stated)	1	7%	2%	?	0%	12%
COc1cccc(OC)c1C(=O)NC(=S)NNC(=O)[C@H]1C[C@@H]1c1ccccc1	-9	160%[activator]	-5%	16%	?	6%
O=C(Nc1ccccc1O)c1cc(S(=O)(=O)N2CCOCC2)ccc1Cl	.	1%	?	-4%	5%	-1%
COc1cc(CNc2ccc(N3CCOCC3)cc2)ccc1OCC(=O)NC(C)(C)C	?	?	?	?	-1%	-5%
CCc1ccc(-c2cc(C)no2)cc1S(=O)(=O)NCc1ccccc1OC	5	-2%	-9%	-22%	-2%	0%
Cc1ccc(-c2cc(C(=O)O)n(Cc3ccccc3)n2)cc1	54	.	2%	.	.	-2%
C/C(=N\NC(=O)c1c(C)nc2ccccn12)c1ccc(O)cc1O	-82*	-13%	-6%	6.3µM*	8%	-13%
CC(C)C(OC(=O)c1cccs1)C(=O)NCc1ccco1 (configuration not stated)	-12	7%	-1%	-1%	3%	35µM*
CC(=O)Nc1ccc(N(C)S(C)(=O)=O)cc1	-9	5%	3%	14%	7%	-23%
Cc1cccc(-c2ocnc2C(=O)N2CCN(C(=O)c3cccs3)CC2)c1	-15	-7%	2%	-13%	18%	-9%
[O-][n+]1cccc2cccc(O)c21	-13	-1%	.	5%	.	.
COc1ccc2c(c1)c1nc3ccccc3nc1n2CCn1c(=O)oc2ccccc21	-15	10%	-3%	6%	0%	-1%
CCC(=NCCN1CCNCC1)C1=C(O)CC(C)(C)CC1=O	?	22%	?	10%	0%	0%
Cc1ccc(CNC(=O)c2ccc3c(c2)NC(=O)CS3)cc1	-18	-2%	-6%	-5%	6%	0%
CCOc1ccc(CNC(=O)CSc2c3c(nc4cc(Cl)ccc24)CCCC3)cc1	?	.	4%	.	.	19%
CC(=O)OC1C2CCCC1C(N1CCCC1)CC2 (configuration not stated)	-8&20	2%&6%	5%&4%	-21%&6%	-1%&1%	10%&5%

Some of these compounds in order of count of non-hydrogen atoms, lowest first.
Structure	HCMV antiviral	AMA1-RON2 inh	AmpC inh detg	HCV inhibitor	FBPA Giardia inh	Sm TGR inh
CC(=O)OC1C2CCCC1C(N1CCCC1)CC2 (configuration not stated)	-8&20	2%&6%	5%&4%	-21%&6%	-1%&1%	10%&5%
CCNC(=O)C(=O)NCC1OCCCN1S(=O)(=O)c1cccs1 (configuration not stated)	4	-1%	?	31%[activator]	0%	-2%
O=C(Nc1ccccc1O)c1cc(S(=O)(=O)N2CCOCC2)ccc1Cl	.	1%	?	-4%	5%	-1%
Cc1cccc(-c2ocnc2C(=O)N2CCN(C(=O)c3cccs3)CC2)c1	-15	-7%	2%	-13%	18%	-9%

New compounds follow
Structure	HCMV antiviral	AMA1-RON2 inh	AmpC inh detg	HCV inhibitor	FBPA Giardia inh	Sm TGR inh
COc1ccccc1/C=C/C=N/NC(=O)CCn1nnc2ccccc21	-27	58%[activator]	-9%	-16%	-2%	-3%
O=C(Nc1nnc(-c2ccncc2)s1)C1CCCO1 (configuration not stated)	6	-16%	?	25%	-15%	-23%
CCC(C)(O)c1[nH]c2ccc(C(F)(F)F)cc2c1C (configuration not stated)	-14	-10%	-13%	-25%	0%	-10%
O=C1NC(c2cccs2)Nc2ccccc21 (configuration not stated)	63	0%	-3%	16%	-2%	-22%
Cc1nn(C)cc1C(N)=O	17	-3%	?	5%	3%	0%
Cc1ccc(C(=O)NCCNC(=O)c2cccnc2)cc1	-32	-3%	-1%	24%	-2%	1%
COCCn1c(C)cc(O)c(C(c2ccc(F)cc2)N2CCN(c3ccccc3)CC2)c1=O (configuration not stated)	3	.	0%	.	.	3.2µM*
Cc1n[nH]c(=O)c2c(NC(=O)CSc3nnnn3-c3ccccc3)oc(C)c12	-14	-1%	0%	-16%	.	-21%
Cc1cccc2c3nc4ccccc4nc3n(CCCN3C(=O)c4ccccc4C3=O)c12	4	3%	-12%	1%	2%	0%
COC(=O)CSc1nnc(CNC(=O)c2ccc(OC)c(OC)c2)n1C	31	-11%	2%	16%	0%	1%
O=c1c2c(-c3ccccc3)csc2nc2c3ccccc3c(NCCN3CCOCC3)nn12	?	-13%	5%	?	-5%	?
N=c1n(CCCOc2ccc(Br)cc2)c2ccccc2n1CC(N)=O	1	14%	-5%	?	4%	-1%
C[C@H](CO)N1C[C@H](C)[C@@H](CN(C)S(C)(=O)=O)Oc2ccc(NC(=O)CCN3CCOCC3)cc2C1=O	-1	4%	.	2%	.	.
CC1CCCCN1Cc1c(O)ccc2c(=O)c(-c3ccc(Cl)cc3)c(C(F)(F)F)oc12 (configuration not stated)	-2	.	4%	.	.	-1%
COc1cccc(CNC(=O)CC2Sc3ccccc3NC2=O)c1 (configuration not stated)	16	6%	3%	-6%	2%	4%
Cc1noc(COc2ccccc2OCC(O)CNC(C)(C)C)n1 (configuration not stated)	-35	17%	3%	15%	-4%	6%
CN1CCC(N(C)S(=O)(=O)c2ccc(F)cc2F)CC1	57	-3%	-3%	8%	1%	-7%
Cc1ccc(S(=O)(=O)N2CCCCC2)cc1NC(=O)COC(=O)Cc1cccc(C(F)(F)F)c1	?	-14%	-7%	6%	-2%	-3%
Cc1cccc(NC(=S)NC2CC3CCCC(C2)N3CC(C)C)c1 (configuration not stated)	3	1%	0%	18%	-3%	-24%
Cc1cccc(C)c1NC(=O)CNC(=O)C1CCCC1	15	1%	5%	-15%	.	-2%
Cc1ccc2c(c1)C(c1ccccc1)N(C(=O)COc1ccc(Cl)cc1Cl)CC(=O)N2 (configuration not stated)	?	.	9%	.	.	1%
Cc1ccc(C(=O)OCC(=O)NCCC2=CCCCC2)cc1N	-38	-3%	1%	-1%	7%	3%
COc1ccc(CNC(=O)CCC(=O)N2C[C@H]3C[C@H](C2)c2cccc(=O)n2C3)cc1OC	8	6%	?	16%	-12%	-23%
CN(NC(=O)c1c(Cl)cccc1Cl)c1cccc(Cl)n1	-19	-2%	?	4%	0%	?
Cc1cccc(N(Cc2ccccc2F)S(C)(=O)=O)c1	35	-6%	-12%	1%	-2%	26%

Remaining list, next part:
Structure	HCMV antiviral	AMA1-RON2 inh	AmpC inh detg	HCV inhibitor	FBPA Giardia inh	Sm TGR inh
Cc1ccc(-c2csc3ncnc(SCC(=O)c4ccc5c(c4)OCCO5)c23)cc1	?	-13%	1%	?	18%	27%
O=C(CC12CC3CC(CC(C3)C1)C2)NCCN1CCOCC1	30	-6%	?	9%	2%	-3%
Cn1nnnc1SCc1csc(C2C(C#N)=C(N)OC3=C2C(=O)CCC3)c1 (configuration not stated)	23	13%	5%	8%	-21%	4%
CC(C)c1cc(C(=O)N/N=C/c2ccoc2)cs1	-7	90%[activator]	1%	-10%	.	-17%
O=c1[nH]c(CN2CCOCC2)nc2cc(Cl)ccc12	-20	9%	3%	3%	1%	-8%
O=C(O)c1cccc(NC(=S)NC(=O)c2ccncc2)c1	-18	-11%	-4%	7%	-12%	32µM*
CC(C)N(C(=O)[C@H]1C[C@H](CC(=O)NCCc2ccccn2)C(=O)N2CCc3c([nH]c4cc(-c5ccco5)ccc34)[C@]12C)C(C)C	42	-23%	.	?	.	.
CC(Oc1ccccc1F)C(=O)NC1CCS(=O)(=O)C1 (configuration not stated)	97	-4%	5%	2%	3%	4%
CCC(C)(C)NC(=O)C(c1cccc(OC)c1OC)N(CCOC)C(=O)CCC(=O)Nc1cc(C)on1 (configuration not stated)	-37	7%	-1%	0%	.	-4%
N=c1c2ccccc2nnn1-c1ccccc1[N+](=O)[O-]	60	-12%	.	-3%	.	.
COc1ccc(CNC(=O)c2cc3cccc4c3n2CC(C)S4)cc1 (configuration not stated)	0	.	26%	.	.	8%
Cc1cc(NC(=O)COC(=O)c2ccc(S(=O)(=O)N3CCCC3)cc2)no1	-40	-6%	-1%	17%	-5%	-2%
Cc1cc(Cl)ccc1NC(=O)C1CCCN(c2nnc(C)c3c(C)n(-c4ccccc4)nc23)C1 (configuration not stated)	-3	.	-1%	.	.	0%
COc1cc(/C=N/n2nnnc2N)cc(Cl)c1OC	3	-1%	.	-21%	.	.
N#C/C(=C\c1cccnc1)c1ccc(Br)cc1	-39	-7%	-2%	?	4%	-2%
CCOC(=O)c1ccc(NC(=O)CCCn2c(=O)c3cccn3c3ccccc32)cc1	-2	.	0%	.	.	0%
N#Cc1c(N)nc(SCC(=O)NC2CCCCC2)c(C#N)c1-c1ccc(Cl)cc1	?	6%	-16%	-6%	0%	-24%
COc1ccc(-c2noc(COc3cc(C)ccc3C)n2)cc1OC	-2	.	1%	.	.	1%
CCC(C)NC(=O)c1nc2c(nnn2Cc2ccccc2Cl)c(=O)[nH]1 (configuration not stated)	?	-2%	-3%	-16%	2%	-3%
COc1ccccc1C(=O)OC(C)CN1CCN(C)CC1 (configuration not stated)	9	-4%	0%	-3%	32µM*	-30%
Cc1cc2nc3ccc(N(C)C)cc3nc2cc1N	84	?	.	-16%	.	.
CSc1cccc(NC(=O)c2cc(S(=O)(=O)N3CCc4ccccc43)cn2C)c1	40	-10%	-16%	?	-5%	2%
CC1=C(O)C(=O)OC1c1c(Cl)cccc1Cl (configuration not stated)	-16	-3%	-10%	-6%	0%	5%
CCc1nc(SCc2ccc(F)cc2)[nH]c(=O)c1C#N	28	-10%	-10%	8%	5%	-11%
O=C(NCc1cccnc1)C1CCC(CNS(=O)(=O)c2ccc(Cl)cc2)CC1 (configuration not stated)	26	4%	4%	9%	5%	5%
